# Assay outcomes as filed in PubChem.
# KLF5 inhibitor = KLF5 expression inhibitors, primary screen, DLD-1 cells, luminescence; inhibition, % at 5 µM; DLD-1 KLF5 promoter-luciferase reporter; AID 1700, 2009; actives 0.23% (n = 290,000);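 active means inhibition above a per-plate limit of that plate's mean compound inhibition plus 3 SD, cut at about 60% in these data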;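 further: 0% = DMSO wells and 100% = LY294002 at 200 µM; higher means less KLF5 promoter-driven luciferase light; inactives centre near -14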
# aSyn 5UTR inh = MLPCN primary screen, SNCA 5' untranslated region. alpha-synuclein 5'UTR reporter, inhibitor activity. inhibition, % (tested at 7.5 µM). actives 0.82% (n = 300,000); in the data active means inhibition above about 60%; inconclusive means no clear call, values can overlap the other calls;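 further: H4 neuroglioblastoma cells stably carrying SNCA 5'UTR luciferase fusion; 0% = DMSO wells and 100% = positive control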
# HIF activator = HIF pathway transcriptional activators, primary screen, cell-based, U2OS HRE-luciferase, luminescence. U2OS HRE-luciferase reporter; normalized: DMSO 0%, desferrioxamine 100%. activation, % at 7.5 µM (by protocol). actives 0.32% (n = 300,000);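 active means mean activation of at least 10% of the iron chelator positive control signal, with at least half of replicates also reaching 10%; inconclusive means mean and replicate majority disagree about reaching 10%; inactive means mean and most replicates under 10%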
# AI-2 QS mod = Vibrio harveyi AI-2 quorum sensing modulators, primary screen, JMH597 strain, luminescence/OD600 ratio; actives 0.4% (n = 300,000); activity change, % at 7.5 µM; AID 2094, 2009; Vibrio harveyi JMH597 AI-2 luminescence/OD600 ratio, 9 h; active compounds read low; strain lacks LuxN and CqsS sensors; 0 = neutral-control median; in the data active means activity change below about -75%, passing the limit was not always enough; inconclusive means no clear call, values can overlap the other calls;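 further: luminescence divided by OD600 gain over 9 h not by final OD600 alone; inactives centre near 13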
# IEC-6 cytotox = cytotoxicity in IEC-6 intestinal epithelial cells, primary screen, cytotoxicity control for KLF5 inhibitor project, cell-based, luminescence; inhibition, % at 5 µM; IEC-6 cytotoxicity, luminescence viability; actives 0.78% (n = 290,000); in the data active means inhibition above about 22%;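 further: 0% = plate median of test compound wells and 100% = cytotoxic reference compound wells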
# GSK3A inh = blockers of GSK3A enzyme activity – biochemical, luminescence, cell-free homogeneous, HTS, primary screen; GSK-3 alpha kinase, ADP-Glo luminescence, 60 min; inhibition, % at 10 µM; actives 0.1% (n = 320,000); AID 2650, 2010;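 in the data active means inhibition above about 50%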;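 further: GST-tagged GSK-3 alpha with peptide substrate and 25 µM ATP; 0% = DMSO neutral wells and 100% = GW8510 positive control wells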
# Target sequence (P49840 whole entry, looked up): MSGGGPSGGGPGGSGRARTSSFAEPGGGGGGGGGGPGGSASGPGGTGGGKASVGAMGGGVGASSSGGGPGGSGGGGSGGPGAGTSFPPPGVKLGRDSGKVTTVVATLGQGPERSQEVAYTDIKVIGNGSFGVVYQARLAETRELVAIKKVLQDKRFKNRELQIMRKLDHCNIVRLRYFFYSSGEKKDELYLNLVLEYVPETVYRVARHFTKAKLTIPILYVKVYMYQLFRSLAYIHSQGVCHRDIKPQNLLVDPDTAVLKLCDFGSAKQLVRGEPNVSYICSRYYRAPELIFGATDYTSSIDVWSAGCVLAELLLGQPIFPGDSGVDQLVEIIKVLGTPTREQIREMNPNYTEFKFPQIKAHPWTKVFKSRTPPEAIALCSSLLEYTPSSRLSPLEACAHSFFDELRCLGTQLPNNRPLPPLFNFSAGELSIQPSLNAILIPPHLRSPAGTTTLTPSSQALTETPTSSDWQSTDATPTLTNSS
# GSK3beta inhib = human GSK3beta kinase inhibitors, primary screen, biochemical, cell-free homogeneous, HTS | activity score (negative = inhibition), % at 10 µM | actives 0.038% (n = 300,000) | Glycogen synthase kinase-3 beta (Homo sapiens), P49841 | GST-GSK3beta kinase, ADP-Glo luminescence, 60 min; active compounds read low;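 active means more than half of replicate wells score below -50%, meaning over 50% inhibition versus plate controls; inconclusive means some replicates but at most half score below -50%; inactive means no replicate scores below -50%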;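 further: 0% = median DMSO wells and -100% = median GW8510 positive control wells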
# Target sequence (P49841 whole entry, looked up): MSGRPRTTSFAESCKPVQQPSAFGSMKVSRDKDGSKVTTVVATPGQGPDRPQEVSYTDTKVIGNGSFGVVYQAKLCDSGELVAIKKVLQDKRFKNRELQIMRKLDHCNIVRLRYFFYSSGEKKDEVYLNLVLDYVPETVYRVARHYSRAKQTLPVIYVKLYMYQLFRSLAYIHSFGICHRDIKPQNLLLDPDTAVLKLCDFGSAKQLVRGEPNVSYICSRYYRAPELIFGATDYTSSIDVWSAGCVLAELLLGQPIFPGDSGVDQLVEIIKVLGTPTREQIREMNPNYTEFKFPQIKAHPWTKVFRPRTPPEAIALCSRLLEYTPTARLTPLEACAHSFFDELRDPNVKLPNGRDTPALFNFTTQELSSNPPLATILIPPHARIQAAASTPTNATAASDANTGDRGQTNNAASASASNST
#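 Test system: GST-tagged human GSK3beta kinase, cell-free; evaluation: activity score scaled between in-plate DMSO and GW8510 controls; measured by: ADP-Glo luminescence; incubation: 60 min reaction, RT; benchmarks: DMSO and 20 µM GW8510; reagent: peptide substrate plus 25 µM ATP (final); medium: Tris/MgCl2 kinase buffer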
# HSP90 refold inh = HSP90 inhibitors, primary screen, cell lysate, luminescence; inhibition, % at 5.6 µM; Heat shock protein HSP 90 (rabbit reticulocyte lysate; luciferase refolding); actives 0.91% (n = 290,000); Rabbit reticulocyte lysate, luciferase refolding luminescence, 3 h; AID 1789, 2009;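 active means inhibition above the screen-wide mean plus 3 SD, computed separately per campaign, cut at about 16% in these data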;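 further: 0% = DMSO wells and 100% = 60 µM geldanamycin wells; inhibitors lower the luminescence because luciferase stays unfolded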
# HSF1 activator = HSF-1 activators, primary screen, NIH3T3-HGL cells, MG132 stress, luminescence, single point; NIH3T3-HGL HSF-1 luciferase reporter, 8 h; 100% = twice DMSO control signal; activation, % at 9 µM; actives 1.7% (n = 300,000); AID 504408, 2011;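 active means mean replicate activation of at least 50% with a set share of replicates each reaching 50%; inconclusive means only one of those two conditions met; inactive means mean below 50% and too few replicates reaching it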;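 further: 0% = median of the neutral control wells and 100% = twice that signal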
# HSF1 inh = HSF1 inhibitors in luciferase reporter cells, primary screen, cell-based, NIH3T3, luminescence; NIH3T3-HGL HSE-luciferase, MG132-induced, luminescence 8 h; active compounds read low; activity change, negative = inhibition, % at 7.5 µM (by protocol); actives 0.77% (n = 300,000); AID 2098, 2009;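 active means more than half of replicate wells show activity change below -50%, luminescence cut by over half; inconclusive means some wells, but at most half, below -50%; inactive means no replicate well below -50%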;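 further: luciferase reports HSF-1 transcriptional activity via heat shock element; 0% = median of DMSO wells and -100% = zero luminescence signal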
# * = called active by the depositor; ? = inconclusive; nt = no result given.
SMILES,KLF5 inhibitor,aSyn 5UTR inh,HIF activator,AI-2 QS mod,IEC-6 cytotox,GSK3A inh,GSK3beta inhib,HSP90 refold inh,HSF1 activator,HSF1 inh
CCC1SC2=NC(C)=C(C(=O)OCC(C)C)C(/C=C/c3ccccc3OC)N2C1=O (centres undefined),9,-8,-0.5,20,-11,-2,-3,1,-17,-6
Cc1ccc2cc(C)c(SCC(=O)NCC3CCCO3)nc2c1 (centres undefined),-7,15,0.3,-17,16,1,-14,0,-2,-1
CCC(C)N(C(=O)CSc1nnc(NC(C)C)s1)C1CCS(=O)(=O)C1 (centres undefined),nt,10,-0.2,12,nt,-1,-1,nt,-13,-5
O=C(Nc1ccccc1F)Nc1cc(S(=O)(=O)N2CCOCC2)ccc1N1CCCC1,-13,-43,-0.6,-7,7,-1,1,1,5,-3
COc1ccc(CNc2ncc(-c3ccccc3)n2C)c2ccccc12,-16,40,-0.4,29,5,1,-2,0,-8,-5
CCC(=O)N(Cc1cc2ccc(C)cc2[nH]c1=O)c1ccccc1OC,-47,12,-0.7,25,2,0,-1,-4,-3,0
COc1ccc(/C=C(\C#N)C(=O)OC2CCOC2=O)cc1 (centres undefined),-17,-84,0.2,-2,0,-2,-6,-3,4,-8
CCCS(=O)(=O)c1nc(S(=O)(=O)c2ccc(Cl)cc2)c(N2CCC(O)CC2)s1,-26,-95,-0.4,9,-7,0,2,-7,-7,1
O=C1/C(=C/c2ccc(O)cc2)SC(=S)N1Cc1cccnc1,-19,-28,-0.2,11,1,-2,0,2,-1,-5
O=C(c1ccc2c(c1)OCO2)N1CCc2ccccc21,-26,-2,0.7,nt,-2,-1,nt,1,16,15
CN(C)/N=C/c1cc(Cl)cc([N+](=O)[O-])c1O,-10,-19,-0.4,38,3,-3,1,-1,22,-6
CCCCCn1c(SC(C)C(C)=O)nc2c1c(=O)[nH]c(=O)n2C (centres undefined),-8,29,-0.2,25,4,-1,3,1,24,6
O=C(CSc1nnc(-c2ccncc2)o1)NC1C2CC3CC(C2)CC1C3 (centres undefined),-29,-10,nt,6,2,1,-5,5,3,-5
O=C(CN1C(=O)/C(=C\c2ccccc2Cl)Sc2ccccc21)NCCCN1CCOCC1,-7,-40,-0.1,0,6,0,6,-2,19,16
Cc1cccc(-c2nnc3sc(-c4ccccc4C)nn23)c1,-24,21,-0.2,6,-7,-5,2,3,6,1

# Structural class: the compounds so far with an NH in an aromatic ring (2)
SMILES,KLF5 inhibitor,aSyn 5UTR inh,HIF activator,AI-2 QS mod,IEC-6 cytotox,GSK3A inh,GSK3beta inhib,HSP90 refold inh,HSF1 activator,HSF1 inh
CCC(=O)N(Cc1cc2ccc(C)cc2[nH]c1=O)c1ccccc1OC,-47,12,-0.7,25,2,0,-1,-4,-3,0
CCCCCn1c(SC(C)C(C)=O)nc2c1c(=O)[nH]c(=O)n2C (centres undefined),-8,29,-0.2,25,4,-1,3,1,24,6

# Going on with the list.
SMILES,KLF5 inhibitor,aSyn 5UTR inh,HIF activator,AI-2 QS mod,IEC-6 cytotox,GSK3A inh,GSK3beta inhib,HSP90 refold inh,HSF1 activator,HSF1 inh
CCN(CC)c1ccc2cc(C=O)c(=O)oc2c1,11,-13,-29,2,3,10,1,4,10,-1
Cc1ccc(CS(=O)(=O)c2ncc(Cl)c(C(=O)Nc3ccc(OC(F)F)cc3)n2)cc1,10,?,-2.2,16,31*,-1,-3,-1,8,11
CCN(C(=O)CSc1nc2cc(S(=O)(=O)N(CC)CC)ccc2n1CC)C1CCS(=O)(=O)C1 (centres undefined),nt,9,0.6,4,nt,-1,1,nt,21,3
O=C(NN1C(=O)C2C3C=CC(O3)C2C1=O)c1cccc(O)c1 (centres undefined),-20,-11,0.0,20,-2,2,2,-6,-13,1
Cc1cccc(C(C)C)c1NC(=O)CSc1nncn1C,-16,17,-0.6,7,2,0,-3,-2,0,2
C=CCSc1nc(Cc2ccc(Cl)cc2)nc2ccccc12,-21,14,-0.4,29,-2,-5,3,2,-43,-40
O=C(CCSc1nnc(-c2ccccc2)o1)N1CCOCC1,-3,-17,0.6,5,-4,-1,0,0,6,7
COc1ccc(NC(=O)Nc2ccc(Br)cn2)cc1OC,-30,-69,1.8,17,-1,2,7,3,27,1
CNC(=S)N/N=C1\C(=O)c2cccc3cccc1c23,-23,-57,-12,19,13,1,1,1,26,17
O=C(c1cccs1)N1CCCC(c2ccccc2)C1 (centres undefined),8,3,0.7,13,-2,-24,2,-2,-12,8
NC(=O)COc1c(-c2ccco2)oc2ccccc2c1=O,-23,0,-0.7,14,-5,-3,1,1,-5,-5
CC(=O)c1cc(Cl)ccc1OCc1cccc(S(=O)(=O)N2CCOCC2)c1,nt,24,0.9,19,nt,-3,-4,nt,-7,-7
CN1C(=O)C(C(=O)NC(C)(C)C)C2c3ccccc3OC13CCCCC23 (centres undefined),-9,13,-0.2,28,-4,-3,0,1,-19,5
O=c1c(Cl)c(NCc2ccccc2Cl)cnn1C12CC3CC(CC(C3)C1)C2,-14,-38,0.2,23,-4,1,2,-3,-15,-6
Cc1ccc(C)c(NC(=O)c2nnn(Cc3ccccc3)c2N)c1,-13,-10,-0.8,9,4,-8,3,-1,5,-3
CC(=O)N1c2ccc(S(=O)(=O)N3CCC(C(=O)Nc4ccc(F)cc4)CC3)cc2CC1C (centres undefined),6,-5,-0.7,29,9,-2,0,-1,-9,-1
O=C(N/N=C/c1ccc([N+](=O)[O-])o1)c1ccccc1NS(=O)(=O)c1cccs1,-8,-8,1.5,8,-4,-1,2,0,3,-2
CC(=O)CSc1ccc(-c2nc3cc(C)c(C)cc3[nH]2)cn1,64*,121*,0.4,-3,2,0,-2,69*,-2,-1
O=C(CC1SC(=O)NC1=O)Nc1ccc(Cl)cc1 (centres undefined),10,8,-0.1,22,-2,2,2,1,5,-2
CCNc1nc(Cl)nc(NCCOc2ccc(C)cc2)n1,9,27,nt,5,6,-2,-1,-4,5,0
Cc1ccsc1C(=O)Nc1cccc(S(=O)(=O)N(C)C)c1,-1,30,-0.4,26,-5,-2,4,-1,-17,-3
COc1ccc(Nc2nc3ccccc3c(=O)[nH]2)cc1,-13,-18,0.6,-6,1,-2,-2,-4,-10,4
CCOC(=O)C1CCN(C(=O)c2c(C)oc3c2C(=O)c2ccccc2C3=O)CC1,5,72*,0.1,14,-2,-1,-2,6,14,16
CCOc1ncccc1C(=O)OCC(=O)Nc1c(C)cc(C)cc1C,-28,-3,-0.8,17,-1,-2,-1,-6,17,-1
CCOC(=O)c1ccc(NC(=O)CSc2nnc(-c3cccs3)n2C)cc1,-19,-21,1.1,-5,-4,-1,-1,4,-29,-4
COc1cccc(Nc2nc(N)c([N+](=O)[O-])c(NCc3ccccc3)n2)c1,-27,34,-0.8,0,5,-1,-4,4,70*,32
Cc1ccc(CN2C(=O)CCC2C(=O)NCc2cccnc2)cc1 (centres undefined),-28,-11,-0.3,17,-1,nt,0,-2,-1,-1
CCc1ccc(NC(=O)COC(=O)CCCC2=NS(=O)(=O)c3ccccc3N2)cc1,-11,-16,0.1,16,-6,-2,0,-5,-9,0
CCn1c(=O)c(-c2cc(=O)[nH][nH]2)c(O)c2ccccc21,-14,17,0.1,24,-3,-1,2,3,-5,-3
COc1ccc(C(=O)OCCNC(=O)c2c(Cl)nc3ccccn23)cc1,-10,16,-0.3,-1,3,nt,-4,1,-16,-6
FC(F)(F)c1ccccc1NC(=S)N1CCCCCC1,-22,nt,nt,10,8,nt,-6,9,nt,nt
N/C(=N\O)c1ccc(N2CCN(c3ncccc3C(F)(F)F)CC2)nc1,-92,-98,5.0,7,3,-2,4,-3,26,25
CCOc1ccc(CCNC(=O)CSc2cc(=O)n(C)c3ccccc23)cc1OCC,-19,31,0.0,12,6,-2,-1,5,-1,-2

# Entries above that contain an aryl methoxy group, in the order listed:
SMILES,KLF5 inhibitor,aSyn 5UTR inh,HIF activator,AI-2 QS mod,IEC-6 cytotox,GSK3A inh,GSK3beta inhib,HSP90 refold inh,HSF1 activator,HSF1 inh
CCC1SC2=NC(C)=C(C(=O)OCC(C)C)C(/C=C/c3ccccc3OC)N2C1=O (centres undefined),9,-8,-0.5,20,-11,-2,-3,1,-17,-6
COc1ccc(CNc2ncc(-c3ccccc3)n2C)c2ccccc12,-16,40,-0.4,29,5,1,-2,0,-8,-5
CCC(=O)N(Cc1cc2ccc(C)cc2[nH]c1=O)c1ccccc1OC,-47,12,-0.7,25,2,0,-1,-4,-3,0
COc1ccc(/C=C(\C#N)C(=O)OC2CCOC2=O)cc1 (centres undefined),-17,-84,0.2,-2,0,-2,-6,-3,4,-8
COc1ccc(NC(=O)Nc2ccc(Br)cn2)cc1OC,-30,-69,1.8,17,-1,2,7,3,27,1
COc1ccc(Nc2nc3ccccc3c(=O)[nH]2)cc1,-13,-18,0.6,-6,1,-2,-2,-4,-10,4
COc1cccc(Nc2nc(N)c([N+](=O)[O-])c(NCc3ccccc3)n2)c1,-27,34,-0.8,0,5,-1,-4,4,70*,32
COc1ccc(C(=O)OCCNC(=O)c2c(Cl)nc3ccccn23)cc1,-10,16,-0.3,-1,3,nt,-4,1,-16,-6
